# Screening results from PubChem.
# Lamin A splicing – changes lamin A minigene splicing in HeLa cells | HeLa LMNA splicing GFP/RFP minigene ratio, 48 h | Potency, µM (highest dose often 46.1 µM), inactives show at the top dose ratio change, negative = inhibition, usual class: inhibitors | 200,000 compounds, 0.01% hits | AID 1487; active means well fitted inhibition curve with a large enough effect in the signal ratio, with a control signal flat, not every such curve was filed as active; inconclusive means small, poorly fitted or top-dose-only effect, or effect the other way, or a change in a side signal; the % refers to the signal ratio; further: potency means the concentration at half of the fitted maximal effect; on the % scale 0 is the no-effect control and ±100 the full control effect
#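 Read-out is the ratio of GFP to DsRed2 object intensity, acquired by 488 nm laser-scanning cytometry on HeLa lamin A-EGFP minigene reporter cells. Compound incubation 48 hrs at 37 °C in Opti-MEM with 2% FBS; DMSO 0.5% final.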
# CBFb RUNX1 block – inhibitors of human CBF-beta and RUNX1 interaction. Q01196+Q13951. AlphaScreen CBFb-His/RUNX1-biotin binding, biochemical. Potency, µM (doses to about 59.8 µM), for inactives: at the top dose activity, negative = inhibition, actives largely listed as inhibitors. 230,000 tested, under 10 active; further: % of control where 0% means no effect
# Target sequence (Q01196 whole entry, looked up): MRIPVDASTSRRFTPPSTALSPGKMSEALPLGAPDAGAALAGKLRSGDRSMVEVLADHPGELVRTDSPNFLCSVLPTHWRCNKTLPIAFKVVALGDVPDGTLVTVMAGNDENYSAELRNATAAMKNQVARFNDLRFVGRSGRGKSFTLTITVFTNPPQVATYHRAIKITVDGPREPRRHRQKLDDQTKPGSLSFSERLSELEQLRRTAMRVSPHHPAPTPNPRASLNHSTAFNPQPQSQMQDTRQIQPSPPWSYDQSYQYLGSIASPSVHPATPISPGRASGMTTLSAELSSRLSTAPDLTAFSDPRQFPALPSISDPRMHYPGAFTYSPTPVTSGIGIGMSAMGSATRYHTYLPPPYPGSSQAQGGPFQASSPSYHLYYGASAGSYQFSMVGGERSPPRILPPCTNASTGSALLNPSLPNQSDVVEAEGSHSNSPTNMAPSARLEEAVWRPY
# Target sequence (Q13951 whole entry, looked up): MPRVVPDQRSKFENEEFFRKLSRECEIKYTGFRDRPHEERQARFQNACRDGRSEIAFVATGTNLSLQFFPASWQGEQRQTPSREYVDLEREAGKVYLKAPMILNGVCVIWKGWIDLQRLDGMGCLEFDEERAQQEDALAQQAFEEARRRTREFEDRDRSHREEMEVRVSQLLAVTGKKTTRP
#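 CBFb-His/RUNX1-biotin, 30 nM each, preincubated 20 min RT; compound 15 min RT; Ni + streptavidin beads 50 ng each, 90 min RT; AlphaScreen read.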
# NPSR antagonist – antagonists of human neuropeptide S receptor cAMP signaling; CHO-NPSR cells, cAMP TR-FRET, antagonist mode; Potency, µM (series often up to 38.3 µM), for inactives: at the highest dose activity change, negative = inhibition, most hits filed as inhibitors; 220,000 compounds, 1% hits; further: potency means the concentration at half of the fitted maximal effect; on the % scale 0 is the no-effect control and ±100 the full control effect; nearly all actives have a fitted effect of over 50% in size; many of its hits are not listed in these tables
# Target sequence (Q6W5P4 whole entry, looked up): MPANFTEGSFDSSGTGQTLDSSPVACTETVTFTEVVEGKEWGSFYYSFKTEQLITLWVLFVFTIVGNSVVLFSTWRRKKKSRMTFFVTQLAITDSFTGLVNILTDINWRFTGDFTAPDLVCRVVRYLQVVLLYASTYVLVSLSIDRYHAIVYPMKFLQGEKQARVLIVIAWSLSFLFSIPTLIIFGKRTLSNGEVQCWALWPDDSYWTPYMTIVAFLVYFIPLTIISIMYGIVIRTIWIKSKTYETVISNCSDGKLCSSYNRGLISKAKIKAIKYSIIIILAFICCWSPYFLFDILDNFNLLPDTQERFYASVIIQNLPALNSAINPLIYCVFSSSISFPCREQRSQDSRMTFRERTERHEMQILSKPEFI
# KinaseGlo FLuc – counter-screen: inhibitors of Kinase-Glo firefly luciferase; Kinase-Glo luciferase, ATP luminescence, 8 min; Potency, µM (doses to about 38.3 µM), inactives show at the highest dose activity change, negative = inhibition, hits mostly inhibitors; AID 1379; 200,000 compounds, 0.28% hits; further: potency means the concentration at half of the fitted maximal effect; on the % scale 0 is the no-effect control and ±100 the full control effect; nearly all actives have a fitted effect of over 60% in size
#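 Compound is pinned into ATP-containing buffer (10 uM ATP, imidazole pH 7.2, 7 mM MgCl2). Kinase-Glo luciferase reagent is then added. Light output is recorded following an 8-min room-temperature incubation.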
# IMPase Li inh – cell-permeable IMPase inhibitors with lithium potentiation. CHO-M1 cells, IP1 TR-FRET (IP-One), carbachol + lithium. Potency, µM (titrated, usually from 59.4 µM), inactives show at the highest dose activity, negative = IMPase inhibition, most hits filed as inhibitors. 210,000 compounds, 0.35% hits. AID 1457;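 further: IP1 builds up when IMPase is blocked and the TR-FRET signal falls; potency means the concentration at half of the fitted maximal effect; plate controls were basal vehicle for no effect and high inhibitor control for full effect; nearly all actives have a fitted effect of over 50% in size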
#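 Concentration–response in CHO-M1 cells, lithium-potentiated; 30 min at 37C. IP1 detected by competitive TR-FRET after 10 min lysis at RT. Hill-fitted AC50.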
# HTT aggregate – mutant huntingtin aggregation inhibition | PC12 HttQ103-GFP aggregates, Acumen cytometry, 40 h | 220,000 compounds, 1.1% hits | Potency, µM (series often up to 46.1 µM), without a hit: at the top dose activity change, negative = inhibition, most hits filed as inhibitors | AID 1688; further: potency means the concentration at half of the fitted maximal effect; on the % scale 0 is the no-effect control and ±100 the full control effect; nearly all actives have a fitted effect of over 60% in size
#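 Aggregate formation scored by laser-scanning cytometer (488 excitation, 500–530 emission) in lysed PC12 cells expressing Q103-GFP after 100 nM tebufenozide induction; library tested in dose series, with ATPLite reagent added in the multiplex.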
# Epigenetic reg – epigenetic control regulation, reporter derepression | murine LDR cells, GFP reporter derepression, 30 h | AID 1865 | Potency, µM (series often up to 53.9 µM), for inactives: top-dose GFP activation, hits mostly activators | 280,000 compounds, 0.2% hits; further: potency means the concentration at half of the fitted maximal effect; % of control where 0% means no effect; nearly all actives have a fitted effect of over 60% in size
#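 Derepression of a silenced CMV-GFP reporter in murine LDR cells is scored by enumerating GFP-positive cells with a laser-scanning microplate cytometer after 30 hours of treatment at 37 C.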
# * hit, by the source's call; ? = inconclusive; / = not tested or not shown; [ ] = another dose, or the depositor's remark. Unless noted, the call rests on the fitted dose curve; in most records, active means well fitted curve in the direction sought with a large enough effect; inconclusive means small, poorly fitted or top-dose-only effect, or another doubt; inactive means no such curve, though single readings can be large; an effect the other way counts as inactive or inconclusive. Some of the compounds tested (hit frequency here may not be typical).
SMILES,Lamin A splicing,CBFb RUNX1 block,NPSR antagonist,KinaseGlo FLuc,IMPase Li inh,HTT aggregate,Epigenetic reg
Cc1ccc(OCCCN2CCCC2)c(C)c1,17%,0%,1%[46.1 µM],0%,23%[38.3 µM],9%[9.22 µM],2.8%
CCc1cccc2c(C#N)cn(CC(=O)NCCOC)c12,?,1%,-6%[46.1 µM],2%,-17%[38.3 µM],15%,-0.9%
Cc1cc(C)c(NC(=S)NCCCSC2CCCCC2)c(C)c1,?,-11%,-39%,2%,17%,11µM*,0.1%
COc1ccc(OC)c(C(=O)c2ccc(C(=O)N3CCCCC3)cc2)c1,-11%,2%,-23%[46.1 µM],0%,-1%[38.3 µM],0%,0.0%
Cc1ccc2c(c1)N(CC(=O)NCCc1c[nH]c3ccccc13)C(=O)CO2,2%,4%,-4%[46.1 µM],5%,-5%[38.3 µM],7%,1.0%
COC1CCC(C(=O)c2ccc3nc4c(cc3c2)CCCO4)CC1 (configuration not stated),/,10%,/,0%,-4%,/,1.5%
O=C(NNc1cc(N2CCOCC2)nc(N2CCOCC2)n1)C12CC3CC(CC(C3)C1)C2,6%,-1%,-5%,4%,-2%,25%,0.0%
O=C(CCCC(=O)N1CCCc2ccccc21)N1CCCc2ccccc21,-10%,2%,1%[46.1 µM],3%,15%[38.3 µM],1%,0.0%
Fc1ccc(CN2CCCCCCC2)cc1,12%,-4%,15%[46.1 µM],18%,31%[38.3 µM],-4%,-2.7%
Nn1c(SCC(=O)Nc2ccc3c(c2)OCO3)nnc1C1CCCCC1,-2%,5%,-5%[46.1 µM],-2%,-8%[38.3 µM],-1%,-0.7%
O=C(c1ccc(C(F)(F)F)cc1)N1CCC(=O)N(C(COCc2ccc(C(F)(F)F)cc2)Cc2ccccc2)CC1 (configuration not stated),?,2%[2.36 µM],-36%,0%,4%,-22%,-3.9%
COc1ccc(CNC(=O)C(Cc2ccccc2)n2cccc2)cc1 (configuration not stated),/,-1%,-12%,/,/,-9%[9.22 µM],1.1%
N#Cc1nnn(-c2cc(Cl)cc(Cl)c2)c1N,/,-4%,3%,/,/,-14%[9.22 µM],9.1%
O=c1cc(CN2CCN(c3ccccc3)CC2)c2cc(O)c(-c3ccccc3)cc2o1,0%,7%,-11%[46.1 µM],-6%,-10%[38.3 µM],8%,2.3%
CSc1ccc(/C=c2\s/c(=C\C(=O)C(C)(C)C)n(CC(=O)NCCC3=CCCCC3)c2=O)cc1,-11%,5%,-5%,2%,0%,-11%,20µM*
Cc1cc2cc(CNC(=O)c3cccs3)ccc2[nH]1,2%,23%,-15%[46.1 µM],-10%,14%[38.3 µM],-11%,1.5%
O=C(NCCSc1ccccc1)c1ccc(Br)cc1,-8%,6%,-1%,-4%,0%,-8%,-1.0%
CCOC(=O)/C(C#N)=C1/C(=O)N(Cc2ccccc2)c2ccccc21,/,-2%,-4%,1%,0%,-16%,0.0%
c1ccc2c(CN3CCOCC3)csc2c1,12%,-3%,5%,-1%,-6%,-6%,-4.8%
CC[C@@H]1OC(=O)[C@H](C)[C@H](O[C@@H]2C[C@](C)(OC)[C@H](O)[C@H](C)O2)[C@H](C)[C@H](O[C@@H]2O[C@@H](C)C[C@@H](N(C)C)[C@@H]2O)[C@](C)(O)C[C@H](C)C(=NOCOCCOC)[C@H](C)[C@H](O)[C@]1(C)O,?,-1%[21.7 µM],/,1%[17.1 µM],-5%,1%[20.6 µM],1.1%[16.9 µM]
Fc1ccc(-c2nnn(Cc3nc4ccccc4s3)n2)cc1,-3%,24%,2%[46.1 µM],7%,17%[38.3 µM],-23%,0.0%
O=c1[nH]c(N/N=C/c2cc3c(cc2[N+](=O)[O-])OCO3)nc2ccccc12,2%[46 µM],6%,2%,/,/,-7%[9.22 µM],?
COCC(=O)N(Cc1ccco1)c1nnc(C2CCOC2)s1 (configuration not stated),12%,3%,-9%[46.1 µM],1%,0%[38.3 µM],-2%,0.1%
COc1ccc(C(=O)NC(Nc2ccc(C)cc2)C(Cl)(Cl)Cl)cc1 (configuration not stated),?,-14%,?,0%,12%,-29%,-1.1%
COc1ccc(C)cc1NCC(=O)Nc1ccc(C(C)(C)C)cc1,-14%,-20%,-16%[46.1 µM],/,/,?,-0.9%
COc1ccc(NC(=O)c2ccc(S(=O)(=O)N3CCCCCC3)cc2)c(OC)c1,/,1%,-34%,/,/,-12%[9.22 µM],4.2%
NC(C(=O)O)[C@H](O)C(=O)O (some centres not stated),/,17%,/,/,-5%,/,0.8%
CCCCn1c(SCc2ccccn2)nc2c1c(=O)n(C)c(=O)n2C,-16%,-23%,-4%[46.1 µM],0%,6%,-30%,-0.8%
O=C1CCN(C(=O)c2cccs2)c2ccccc21,10%,4%,5%,1%,6%,?,-1.0%
CCc1ccccc1NC(=O)c1ccc(CN2CCC(Cc3ccccc3)CC2)cc1,?,9%,-9%[46.1 µM],-3%,18%[38.3 µM],-9%,1.1%
CCN(CC)S(=O)(=O)c1csc(C(=O)NC2CCCCC2)c1,5%,4%,-5%[46.1 µM],0%,-6%[38.3 µM],?,-1.8%
Cc1cc(C)cc(N(CC(=O)NC2CCCCCC2)S(=O)(=O)c2c(C)[nH]c(=O)[nH]c2=O)c1,/,13%,7%,/,/,17%[9.22 µM],3.0%
Cc1nc2ccccc2c(=O)n1/N=C/c1ccc(N(C)C)cc1,-5%,-9%,-3%[46.1 µM],-5%,6%[38.3 µM],-9%,-0.4%
O=C1CC(c2ccccc2)CC(=O)C1CS(=O)(=O)c1ccccc1 (configuration not stated),/,0%,-19%,2%,-5%,8%,0.9%
CN(C)c1ccc(/C(=N\O)c2ccccc2)cc1,7%,?,-6%[46.1 µM],-5%,23%[38.3 µM],-31%,0.0%
Nc1ccc2oc(-c3cccc(Br)c3)nc2c1,11%,17%,-6%[46.1 µM],-6%,6%[38.3 µM],-11%,-1.0%
c1ccc(-n2ncc3c2ncn2nnnc32)cc1,7%,7%,-8%[46.1 µM],0%,-25%[38.3 µM],6%,-2.7%
COc1ccc(NC(=O)c2cn(-c3ccccc3)nc2-c2ccncc2)cc1,-16%[46 µM],-3%,-18%,-2%,23%,15%,1.1%
Cc1c(NC(=O)COc2cccc3c2OC(C)(C)C3)c(=O)n(-c2ccccc2)n1C,/,1%,15%,-2%,-7%,22%,0.1%
COc1ccc([N+](=O)[O-])cc1NC(=O)CSCc1ccccc1C,-13%,-14%,?,2%,8%,-16%,1.0%
CCOC(=O)c1c(-c2ccc(OC)cc2)csc1NC(=O)C1CCCO1 (configuration not stated),-2%[46 µM],22%,45%,2%,16%,11%[9.22 µM],-4.3%
COC(=O)c1ccc(C(=O)OC)c(NC(=S)N2CCOCC2)c1,8%[46 µM],10%,3%,-2%,3%,8%[9.22 µM],1.1%
Cc1cc(C)n2c(SCC(=O)NCc3ccco3)nnc2n1,-4%,-3%,4%[46.1 µM],-1%,-14%[38.3 µM],-13%,0.7%
O=C(NCc1cccnc1)c1cccc(S(=O)(=O)N2CCOCC2)c1,-3%,7%,18%[46.1 µM],14%,-17%[38.3 µM],-3%,-0.5%
CCCCc1nc2c(c3c1C[C@H](C)OC3)CN(C(=O)c1cccnc1)CC2,?,6%[13.1 µM],/,-3%[7.66 µM],9%,/,/
NC(=O)c1cccc2c(=O)oc3ccccc3c12,0%,-18%,-12%[46.1 µM],3%,13%[38.3 µM],-16%,-1.1%
COc1cccc(CN2CCN(CC(=O)Nc3ccccc3Cl)CC2)c1,4%,1%,-16%[46.1 µM],1%,4%[38.3 µM],-3%,-1.1%
N#C/C(C(N)=O)=C1/CCc2ccccc2N1,-7%,1%,-1%[46.1 µM],-4%,-14%[38.3 µM],-11%,-6.0%
CCN1CCN(C(=O)c2ccc(CN(c3ccccc3)S(=O)(=O)c3ccccc3)cc2)CC1,-11%,-6%,-20%,-2%,15%,6%,0.0%
CCCCNc1c2c(nc3c(-c4ccccc4)c(C)nn13)CCC2,-1%,-10%,10µM*,1%,-5%[38.3 µM],-8%[9.22 µM],4.9%
# (next part)
SMILES,Lamin A splicing,CBFb RUNX1 block,NPSR antagonist,KinaseGlo FLuc,IMPase Li inh,HTT aggregate,Epigenetic reg
O=C1CN(c2nc(-c3cccnc3)nc3sc4c(c23)CCCC4)CCN1,-12%[46 µM],-5%,-10%,7%,-4%,-10%,1.1%
CCNC(=S)N(CCc1ccc(OC)c(OC)c1)Cc1cc2cc(OC)ccc2[nH]c1=O,/,2%,16%,-2%,5%,8%[9.22 µM],-1.0%
CC(=O)Nc1nnc(SCc2ccc(C(=O)Nc3ccccc3F)cc2)s1,/,0%,0%,-9%,1%,-20%,-0.3%
CC1(C)Cc2nc3sc(C(N)=O)c(N)c3cc2CO1,/,4%,5%,/,/,9%[9.22 µM],5.3%
C/C(=N\NC(=O)c1cccnc1)c1cc2ccccc2o1,/,18%,-3%,0%,16%,-28%,-1.2%
CC1(C)Cc2ccccc2C(=C(C#N)C#N)N1,-10%,-4%,16%,3%,3%,-8%,0.9%
Cc1ccc2[nH]c(=O)c(CN(CC3CCCO3)C(=O)c3ccncc3)cc2c1 (configuration not stated),4%,7%,-14%[46.1 µM],-2%,20%[38.3 µM],-3%,-1.1%
CCn1c(SCc2c(F)cccc2Cl)nnc1-c1ccco1,-7%,5%,-11%[46.1 µM],2%,-5%[38.3 µM],-12%,-1.1%
CC1CN(Cc2ccccn2)CCC1=O (configuration not stated),?,0%,9%,0%,1%,5%,1.1%
CCCCC(=O)Nc1cccc(NC(=O)c2cccnc2Cl)c1,/,0%,-56%,/,/,-2%[9.22 µM],-1.1%
CCOC(=O)Nc1ccc2c(c1)N(C(=O)CCN(C)C)c1ccccc1S2,?,-2%,2%[46.1 µM],1%,20%[38.3 µM],13%,-1.8%
COCCNC(=S)N1CCC(c2nc(-c3ccc(N(C)C)cc3)no2)CC1,/,6%,0%,-1%,5%,14%[9.22 µM],-1.9%
Cc1ccc(S(=O)(=O)Oc2ccc3c(c2)O/C(=C\c2cccnc2)C3=O)cc1,0%,-2%,-26%[46.1 µM],-6%,27%[38.3 µM],1%,-0.2%
COc1ccccc1CC(=O)Nc1ccc(OC)c(OC)c1,-9%,9%,-3%[46.1 µM],1%,12%[38.3 µM],2%,3.2%

# Ordered by heavy-atom count (smallest number first): 3 of the compounds above.
SMILES,Lamin A splicing,CBFb RUNX1 block,NPSR antagonist,KinaseGlo FLuc,IMPase Li inh,HTT aggregate,Epigenetic reg
NC(C(=O)O)[C@H](O)C(=O)O (some centres not stated),/,17%,/,/,-5%,/,0.8%
CCc1cccc2c(C#N)cn(CC(=O)NCCOC)c12,?,1%,-6%[46.1 µM],2%,-17%[38.3 µM],15%,-0.9%
Cc1ccc2c(c1)N(CC(=O)NCCc1c[nH]c3ccccc13)C(=O)CO2,2%,4%,-4%[46.1 µM],5%,-5%[38.3 µM],7%,1.0%
